# Screens as filed in PubChem BioAssay.
# P. falciparum M1AAP = P. falciparum M1AAP inhibitors, biochemical, fluorogenic H-Leu-NHMec substrate, 1536-well (AID 1445); recombinant M1AAP, H-Leu-NHMec fluorogenic kinetic assay; higher % means a stronger effect; inhibition, % at 30 µM, or IC50 in µM where a hit was titrated; 220,000 tested, 0.42% active;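 active = primary inhibition above the hit cutoff, then over 50% inhibition at one or more dose response concentrations, cut at about 23% in these data, passing the limit was not always enough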;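 also: plate controls were DMSO full reaction for no effect and no enzyme background for full effect; strong numbers were not always called active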
# UTI89 phage lysis = protection from phage-mediated lysis, alamar blue read-out – E. coli UTI89, K1F phage, bacterial capsule biogenesis inhibitors (AID 488966) | E. coli UTI89 K1F phage lysis, alamar blue, 2 h; higher % means a stronger effect | inhibition, % at 100 µM, or IC50 in µM where a hit was titrated | 340,000 tested, 0.02% active;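 active = phage lysis inhibition, versus mean bacterial control, above a set limit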;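 also: capsule biogenesis inhibitors block K1F phage lysis so surviving cells raise fluorescence; higher fluorescence means more inhibition of phage lysis; actives were called in the ten point dose series up to 300 µM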
# Ins promoter up = MIN6 insulin promoter up-regulation | MIN6 insulin promoter-GFP reporter, high-content imaging; active compounds read high | z-score at 5 µM | 190,000 tested, 0.3% active | AID 1625;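 active = z-score above 3 at 5 µM with at least 500 cells counted in the well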
# ER stress rescue = protection against thapsigargin-triggered cell killing – 384-well, CSM14.1, ATP luminescence, primary screen (AID 1222); 190,000 tested, under 10 active; cellular ATP content (survival), % at 20 µM; hits with a dose series show EC50 in µM; CSM14.1 thapsigargin-induced death rescue, ATP luminescence; higher % means a stronger effect;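 active = EC50 below 50 µM in the dose-response confirmation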;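 also: death triggered by thapsigargin at about 15 µM added after 2 h compound pretreatment; cell ATP read after overnight thapsigargin exposure of roughly 18 to 22 hours; normalized against plate controls of thapsigargin alone and 5% DMSO vehicle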
# P. falciparum M17LAP = P. falciparum M17LAP inhibitors, primary screen, biochemical, fluorogenic H-Leu-NHMec substrate, 1536-well (AID 1619). recombinant M17LAP, H-Leu-NHMec fluorogenic kinetic assay; higher % means a stronger effect. inhibition, % at 30 µM; hits with a dose series show IC50 in µM. 220,000 tested, 0.38% active;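 active = compound inhibiting the enzyme by more than half at any dose during confirmatory dose-response retesting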;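 also: plate controls were full reaction with DMSO carrier for no effect and no enzyme background for full effect; strong numbers were not always called active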
# Dynein transport = dynein cargo transport inhibition. 3617.4 mouse cells, GR-EGFP nuclear translocation imaging; test concentration mostly 20 µM; stimulated with dexamethasone, 1 µM; active compounds read low. z-score, hits read low. 220,000 tested, 0.47% active. AID 1381;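 active = plate z-score of nuclear minus cytoplasmic receptor signal below a set negative limit, without overly bright fluorescence or cell loss, cut at about -3.5 in these data, passing the limit was not always enough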;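 also: z-score of nuclear minus cytoplasmic ring GR-EGFP intensity difference per well; some compounds called inactive have numbers as strong as hits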
#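 Buffer or medium: tet-free, stripped-serum medium; Also added: dexamethasone, 1.0 µM final; Technique: high-content fluorescence imaging after fixation; Times: 48 h induction, 1 h compound, 30 min dex at 37 °C; Read-out: per-cell GR-EGFP intensity, nucleus versus surrounding cytoplasmic ring, well-averaged.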
# Autophagy HCS = alters autophagy in cells | 190,000 tested, 0.98% active | MEF GFP-LC3 puncta imaging; test concentration mostly 10 µM | calls only at 10 µM (by protocol) | AID 463193;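 active = percentage of spot-positive cells more than 3 SD above its plate mean, without a fluorescence outlier flag or 80% toxicity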;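 also: spot-positive cell cutoff set from DMSO-treated cells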
# b-catenin transl = beta-catenin nuclear translocation modulation. 190,000 tested, 0.3% active. HeLa beta-catenin nuclear translocation, immunofluorescence imaging. nuclear translocation activity, % at 5 µM;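 active = nuclear translocation activity above 50% at 5 µM, with a well cell count of 50 or more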;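 also: per-cell ratio of nuclear to cytoplasmic median beta-catenin stain intensity; plate controls were DMSO negative control for no effect and GSK-3 inhibitor IX positive control for full effect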
#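 System: Human HeLa cells, endogenous beta-catenin | Compound dosing: 5 µM primary, 0.02–20 µM confirmation | Timing: 24 h compound exposure at 37°C, 5% CO2 | Measured by: Fluorescence imaging of beta-catenin antibody stain plus DAPI | Read-out basis: % activation of per-cell nuclear versus cytoplasmic median beta-catenin signal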
# MT stabilizer = microtubule stabilization, imaging screen; 200,000 tested, 0.83% active; AID 2205; HeLa tubulin immunostaining HCS, 24 h; share of cells brighter than vehicle mean+2SD; % tubulin-high responders, % at 10 µM;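 active = plate Z-score above 3 for both tubulin-high and condensed-nucleus cell shares, with cell loss under 80%, at 10 µM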;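 also: anti alpha tubulin signal scored within the nucleus-defined area of each cell; some results filed as inactive read as strong as hits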
# Dynein transport cytoplasmic EGFP = further read-out of Dynein transport, marked with its call; z-score; measured here: cytoplasmic GR-EGFP intensity; active compounds read high
# Dynein transport nuclear GR-EGFP = second read-out of Dynein transport, no call of its own (marks repeat the call); z-score; measured here: nuclear GR-EGFP intensity;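 lower value marks the stronger effect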
# Dynein transport cell count = recorded beside Dynein transport, whose call it bears; z-score; measured here: cell count per field
# Ins promoter up cell count = second read-out of Ins promoter up, no call of its own (marks repeat the call); cell count; measured here: cytotoxicity, nuclei count;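 total cells summed across four imaged fields per well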
# b-catenin transl cell count 5 µM = also measured in b-catenin transl; calls as there; cell count; measured here: cell count, cytotoxicity flag
# MT stabilizer Hoechst-high % = recorded beside MT stabilizer, whose call it bears; % Hoechst-high responders; measured here: nuclear condensation Hoechst responders;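 share of cells brighter than vehicle mean plus two SD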
# MT stabilizer cytotoxicity % = second read-out of MT stabilizer, no call of its own (marks repeat the call); toxicity, %; measured here: cytotoxicity by cell density;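 0% = mean cell density of plate MIN control wells and 100% = no cells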
# Autophagy HCS cell loss 18 h = recorded beside Autophagy HCS, whose call it bears; toxicity, %; measured here: cell loss, nuclei count;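 cell loss after 18 h compound exposure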
# The depositor's hits bear a star; i = inactive; · = not tested or not shown; + = active, no number; [ ] = another dose, or the depositor's remark.
# Second line of a record – Autophagy HCS cell loss 18 h	Dynein transport	MT stabilizer cytotoxicity %	UTI89 phage lysis	ER stress rescue	P. falciparum M17LAP	P. falciparum M1AAP	Ins promoter up	b-catenin transl cell count 5 µM	MT stabilizer Hoechst-high %	Dynein transport cell count	Autophagy HCS	Dynein transport cytoplasmic EGFP	b-catenin transl	MT stabilizer	Dynein transport nuclear GR-EGFP	Ins promoter up cell count
CCCc1nc2c(=O)[nH]c3ccccc3c2o1
    ·	0.4	9.0	0.5%	-1.3%	5%	2%	-0.1	1386	2.8	-0.48	·	-0.12	1.0	1.1	0.54	1260
O=C(NC1CCN(C(=S)NCCc2ccccc2)CC1)C1CC1
    11	0.98	9.7	1.4%	2.0%	-1%	4%	-0.03	1549	2.7	0.58	i	-0.23	-1.3	3.1	0.13	1582
Cc1cc(-c2ccccc2)[nH]c(=O)c1C#N
    26	0.053	5.9	0.3%	-1.6%	-4%	4%	-0.36	1110	1.8	-0.059	i	-0.34	-0.5	1.5	0.032	1594
COc1ccc(CNCCc2ccc(Cl)cc2)cc1OCc1ccccc1
    63*	-0.63	3.0	0.2%	1.2%	0%	0%	·	1043	1.9	-0.19	+	-0.13	1.6	2.0	-0.24	·
CN1CCN(C(c2cccs2)c2nnnn2Cc2ccc(F)cc2)CC1 (stereo unspecified)
    10	1.6	12	0.3%	0.4%	·	·	0.21	904	1.9	-1.3	i	-0.17	-0.4	2.0	1.3	1543
Cc1ccc(NC(=O)NCCSc2ccc(C)cc2)cc1
    18	-0.47	7.9	0.1%	0.8%	7%	-1%	0.31	991	1.7	1.6	i	-0.37	-6.0	2.9	-0.086	1561
Cc1ccccc1OCCNc1cc(N2CCCCC2)ccc1[N+](=O)[O-]
    10	0.26	6.6	1.1%	8.7%	4%	4%	-0.72	1355	1.4	0.25	i	-0.17	-0.8	1.4	-0.14	1348
CCOc1ccc2nc(NC(=O)c3cnccn3)sc2c1
    27	-0.87	1.2	2.3%	-3.8%	0%	2%	-0.68	1491	3.8	0.5	i	-0.32	-1.1	5.6	-0.23	1368
COc1ccc(-c2nnc3n2N=C(C)CS3)cc1
    -3	0.29	2.8	0.0%	-0.9%	-10%	-3%	-0.46	1235	1.5	-0.21	i	-0.29	-0.7	2.8	-0.76	1712
Cc1oc(-c2ccc(Cl)cc2)nc1CN1CCC(C(=O)NCCCN2CCOCC2)CC1
    -6	-0.64	9.3	0.1%	-0.8%	-2%	10%	-1.1	774	1.3	0.6	i	-0.22	-2.1	1.6	-0.25	1044
Cc1ccc(NC2(C(F)(F)F)N=C(c3ccccc3)NC2=O)nc1 (stereo unspecified)
    9	0.88	7.0	1.2%[50 µM]	-2.1%	8%	8%	0.03	1184	3.2	-0.24	i	-0.23	-2.4	4.5	0.3	1296
COc1ccc(/C=C/C(=O)Nc2cc(S(=O)(=O)N3CCOCC3)ccc2C)cc1OC
    -3	-0.22	3.1	0.3%	-0.7%	1%	4%	·	1121	2.7	-0.17	i	-0.32	-2.9	4.0	-0.57	·
COc1ccc(Br)cc1[C@H]1[C@@H]2C=CCC[C@@]2(C)C(=O)N1Cc1ccccc1
    ·	-1.2	·	-0.9%	·	13%	7%	·	1109	·	0.29	·	-0.76	-1.2	·	-0.4	·
CC(C)CCNC(=O)C(c1ccco1)N(Cc1ccc(F)cc1)C(=O)c1snc(C(N)=O)c1N (stereo unspecified)
    -6	-0.28	3.6	0.3%	4.5%	15%	7%	0.25	1151	1.7	-0.15	i	-0.2	-1.0	1.3	0.04	900
CCCCC(=Nc1ccc(N)cc1)C1=C(O)C(C(=O)OC)C(C)(C)CC1=O (stereo unspecified)
    -3	0.53	6.5	0.8%	-1.8%	13%	8%	0.15	1238	1.0	0.85	i	-0.1	-1.3	3.7	0.74	883
CCSc1oc(-c2ccccc2)nc1S(=O)(=O)c1ccccc1
    2	1.7	98	-0.7%[50 µM]	-1.3%	-6%	3%	0.27	1017	19	-0.68	i	-0.24	-1.4	2.8	1.3	1309
O=C(N/N=C/c1ccc2c(c1)OCO2)c1cc2ccccc2o1
    ·	-0.089	·	1.2%[50 µM]	·	2%	11%	0.21	1313	·	-0.37	·	-0.24	-0.6	·	-0.079	909
CC(=O)C1=C(O)C(=O)N(CCc2ccccc2)C1c1ccccc1[N+](=O)[O-] (stereo unspecified)
    9	0.002	4.1	0.4%[50 µM]	-0.3%	23%	13%	-0.04	569	1.9	-0.01	i	-0.22	-4.4	0.8	0.24	1357
S=c1[nH]nc(-c2ccncc2)n1/N=C/C=C/c1ccco1
    34	1.2	8.1	-0.1%	-1.1%	12%	2%	-0.48	1101	1.9	-1.3	i	-0.14	-2.1	4.2	1.1	1702
Cc1cccc(N2C(=O)CC(N3CCN(Cc4ccc(Cl)cc4)CC3)C2=O)c1 (stereo unspecified)
    -4	-0.02	1.9	-2.2%	-1.1%	2%	2%	-0.11	1091	0.6	0.76	i	-0.28	2.3	0.8	0.31	866
COc1ccccc1N1CCN(C(=O)c2c(C)cc(=O)oc2C)CC1
    13	2.1	5.5	0.9%	1.6%	-8%	5%	·	1087	3.0	-0.96	i	0.063	-0.6	4.8	1.7	·
O=C(c1cnn(-c2ccc(Cl)cc2)c1)c1ccccc1O
    10	-0.76	2.4	0.2%	-10%	1%	1%	-0.13	1115	3.2	12	i	1.4	-0.6	3.7	-0.12	1228
O=C(N/N=C/c1cccc2nccnc12)c1ccccc1O
    ·	-0.42	·	-1.2%[50 µM]	·	-6%	8%	-0.51	1263	·	0.6	·	-0.26	0.8	·	-0.23	1421
O=C(NCc1ccco1)C1CCCN1S(=O)(=O)c1ccc2ccccc2c1 (stereo unspecified)
    25	-0.034	4.8	-0.9%	3.3%	11%	12%	·	1125	1.6	0.24	i	-0.02	-4.5	1.3	0.32	·
Cc1ccccc1CSc1nnc(-c2cnccn2)n1C
    ·	-1.2	·	·	·	3%	-1%	0.55	1285	·	1.9	·	-0.19	-0.4	·	-0.54	1018
CCOC(=O)c1cccc(NC(=O)N[C@@H](C)C(=O)OC)c1
    21	-0.11	7.1	-0.4%	-0.7%	13%	7%	0.2	1063	1.9	0.62	i	-0.23	-4.5	2.1	-0.23	1359
O=C(Nc1ccc(CSc2ccccc2)cc1)c1ccc(CN2CCOCC2)cc1
    4	-0.27	8.3	6.8%	0.1%	7%	11%	-0.17	496	1.8	-0.43	i	0.053	0.0	2.1	0.12	1173
O=C(CCCc1c[nH]c2ccccc12)Nc1ccc2ccccc2c1
    -26	0.8	7.0	-2.8%	-0.7%	7%	6%	1.1	561	1.0	-1	i	-0.051	-2.4	2.0	0.22	1501
CCOC(=O)C1=C(N)OC2=C(C(=O)CC(C)(C)C2)C1c1cc(CSc2nnnn2C)cs1 (stereo unspecified)
    9	2.2	2.2	0.1%	0.7%	-2%	-3%	0.1	1156	1.3	-2	i	-0.056	1.1	2.0	1.7	1149
CCOC(=O)COc1nc(C)cc(C(F)(F)F)c1C#N
    ·	0.36	·	·	·	-25%	6%	-0.35	1256	·	0.51	·	-0.24	1.0	·	0.093	1013
O=C(Nc1ccc(F)cc1)Nc1ccc([N+](=O)[O-])cn1
    25*	0.18	0.4	1.1%	0.4%	11%	-6%	-0.17	1066	1.9	0.23	+	-0.29	0.2	1.9	0.32	1184
CCC(=O)Nc1cccc(SC)c1
    6	-0.41	0.7	0.6%[50 µM]	-0.7%	-23%	-3%	0.34	531	3.2	0.16	i	-0.029	0.3	3.2	-0.38	1246
O=[N+]([O-])c1ccccc1/C=C/CN1CCCCC1
    10	-1.5	6.9	-1.8%	-1.2%	-2%	4%	0.14	1407	1.5	1.4	i	-0.065	-1.2	1.6	-0.084	1311
Cc1cc(C)cc(OCC(=O)NCCc2nc3ccccc3[nH]2)c1
    -8	-0.9	7.5	-0.2%	-2.4%	·	·	0.62	917	1.7	1.4	i	-0.34	1.0	1.9	-0.35	1577
COc1ccc(S(=O)(=O)N2CCC(C(=O)NCC(c3cccs3)N(C)C)CC2)cc1 (stereo unspecified)
    14	-0.69	5.9	-0.3%	·	0%	3%	0.64	790	4.5	0.56	i	-0.12	-1.3	3.0	-0.31	1191
CCOC(=O)c1c(C)c(C(=O)NCCOC)c(C)n1CC
    -39	0.51	10	3.3%	·	2%	-9%	-0.52	1071	4.0	-0.44	i	-0.27	0.0	2.1	0.83	1328
CC(=O)N/C(=C\c1ccc(F)cc1)C(=O)NC(Cc1ccccc1)C(=O)O (stereo unspecified)
    ·	-0.46	·	0.1%	·	0%	-3%	-0.55	1276	·	0.75	·	-0.22	-0.8	·	0.18	991
COc1ccc(C(=O)CCN2CCN(c3ccccc3F)CC2)cc1
    23	-0.83	1.4	0.2%	-3.3%	-2%	3%	1.1	993	1.5	0.65	i	-0.22	-3.5	4.0	-0.33	1619
Cc1ccc(OCC(=O)OCC(=O)c2c(N)n(C)c(=O)n(C)c2=O)cc1C
    7	-0.47	12	-0.1%	9.9%	3%	3%	·	1080	1.6	0.051	i	-0.31	-4.5	0.7	-0.25	·
